CYP2C19 inhib = inhibitors of human CYP2C19 | inhibition, % at 5 µM | AID 778 | CYP2C19 Supersomes, luciferin-H EGE luminescence, 30 min | 21% of 96,000 active | P33261;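 active = CYP2C19 inhibition above a set limit at 5 µM in the primary screen, cut at about 50% in these data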;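 also: plate controls were negative control wells for no effect and 2.5 mM tranylcypromine positive control for full effect; values of inactives mirror those of a sister screen read the other way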
Target sequence (P33261 whole entry, looked up): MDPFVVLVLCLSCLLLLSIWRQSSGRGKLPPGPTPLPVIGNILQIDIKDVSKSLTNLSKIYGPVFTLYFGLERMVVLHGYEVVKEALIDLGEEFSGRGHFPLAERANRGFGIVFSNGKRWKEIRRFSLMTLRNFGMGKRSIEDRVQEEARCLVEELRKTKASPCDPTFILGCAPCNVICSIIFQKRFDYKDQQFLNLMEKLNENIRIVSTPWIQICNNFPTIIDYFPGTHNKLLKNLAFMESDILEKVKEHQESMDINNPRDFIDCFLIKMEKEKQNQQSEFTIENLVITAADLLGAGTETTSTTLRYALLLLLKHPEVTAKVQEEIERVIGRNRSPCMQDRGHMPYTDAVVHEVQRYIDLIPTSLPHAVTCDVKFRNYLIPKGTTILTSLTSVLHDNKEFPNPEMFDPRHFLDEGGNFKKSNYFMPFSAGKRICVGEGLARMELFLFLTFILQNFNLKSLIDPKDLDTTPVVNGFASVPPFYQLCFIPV
HUVEC inhibit = blocks proliferation of human endothelial cells; HUVEC proliferation, CellTiter-Glo luminescence, 72 h; stronger effect = lower value; viability, % at 10 µM (by protocol); 1.1% of 86,000 active; AID 648;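 active = viability at or below 30%; inactive = viability above 30%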;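 also: 100% = median luminescence of DMSO-only cell control wells on each plate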
ERa coact inh = blocks coactivator binding to human estrogen receptor alpha. P03372. TR-FRET ER-alpha LBD / SRC-1 peptide, estradiol-bound. inhibition, % at 25.6 µM. 1.7% of 86,000 active. AID 629; in the data active = inhibition above about 50%;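 also: 0% = receptor plus peptide control and 100% = peptide only without receptor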
Target sequence (P03372 whole entry, looked up, the tested form may be a part): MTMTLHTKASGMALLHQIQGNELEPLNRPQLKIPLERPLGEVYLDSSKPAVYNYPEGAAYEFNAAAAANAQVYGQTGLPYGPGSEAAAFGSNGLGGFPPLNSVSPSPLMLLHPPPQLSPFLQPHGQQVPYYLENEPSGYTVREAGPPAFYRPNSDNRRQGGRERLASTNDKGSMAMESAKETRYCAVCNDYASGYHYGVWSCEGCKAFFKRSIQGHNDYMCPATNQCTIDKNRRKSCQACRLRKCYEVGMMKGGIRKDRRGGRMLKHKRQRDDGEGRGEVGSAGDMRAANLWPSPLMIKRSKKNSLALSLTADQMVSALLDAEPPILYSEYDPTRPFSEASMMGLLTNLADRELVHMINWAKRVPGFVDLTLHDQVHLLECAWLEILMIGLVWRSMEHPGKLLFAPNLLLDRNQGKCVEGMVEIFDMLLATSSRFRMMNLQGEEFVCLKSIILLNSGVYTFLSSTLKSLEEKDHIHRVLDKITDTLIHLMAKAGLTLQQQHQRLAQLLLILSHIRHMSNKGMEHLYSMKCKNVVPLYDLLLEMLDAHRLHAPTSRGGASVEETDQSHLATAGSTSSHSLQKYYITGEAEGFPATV
H69AR growth 86K = blocks growth of human H69AR lung tumor cells. H69AR lung tumor viability, ATP luminescence, 72 h; stronger effect = lower value. viability, % at 10 µM. 6% of 85,000 active;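 active = viability at or below 40%; inactive = viability above 40%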;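 also: multidrug resistant small cell line overexpressing MRP-1 efflux transporter; 100% = mean luminescence of untreated control wells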
ERa coact pot = ER-alpha (human) coactivator binding potentiation; TR-FRET ERalpha-LBD/SRC-Cy5 coactivator binding, 2 h; 100 = basal binding, no effect; coactivator binding (% of control), % at 25.6 µM; 1.3% of 86,000 active; in the data active = activity above about 200%;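 also: binding measured in presence of low estradiol as agonist stimulus; 0% = peptide alone without receptor and 100% = receptor with peptide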
CYP2C19 act = increases human CYP2C19 enzyme activity | P33261 | recombinant CYP2C19, luciferin-H EGE luminescence; stronger effect = higher value; 0 = fully inhibited enzyme, 1 = untreated enzyme | activation factor at 5 µM | 96,000 tested, under 10 active | AID 1025;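 active = activation factor of at least 2 at 5 µM in the primary screen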;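 also: 0 = wells with 2.5 mM tranylcypromine and 1 = vehicle-only wells; values of inactives mirror those of a sister screen read the other way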
CD11b adhes inh = CD11b/CD18-fibrinogen binding inhibition. P05107+P11215. K562 CD11b/CD18 adhesion to fibrinogen, ATPlite luminescence; Mn2+ added to activate the integrin. inhibition, % at 10 µM. 0.54% of 93,000 active. AID 1497;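 active = primary inhibition of 50% or more at 10 µM, then 40% or more on retest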; also: some results filed as inactive read as strong as hits
CD11b adhes enh = CD11b/CD18-fibrinogen binding enhancement | P05107+P11215 | K562 CD11b/CD18 adhesion to fibrinogen, ATPlite luminescence | activation, % at 10 µM | 0.07% of 93,000 active;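 active = 10 µM primary screen giving 50% or more activity, confirmed by 40% or more on retest at that dose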; also: strong numbers were not always called active
Lung fibro prol = blocks proliferation of human lung fibroblasts | LL 47 human lung fibroblast viability, ATP luminescence; stronger effect = lower value | viability, % at 10 µM | 1.1% of 85,000 active;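 active = viability at or below 50% in the single dose screen; inactive = viability above 50%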;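 also: compound exposure lasted 72 h before the ATP readout; 100% = median luminescence of untreated cell-only wells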
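Test system: LL 47 human lung fibroblasts / Incubation: 72 h compound exposure at 37 °C after overnight plating / Technique: luminescent ATP detection, CellTiter-Glo / Compound dosing: 0.1% DMSO in all compound wells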
Starred values were filed as active, the others as inactive; · = no result given; [ ] = remark or other dose.

SMILES	CYP2C19 inhib	HUVEC inhibit	ERa coact inh	H69AR growth 86K	ERa coact pot	CYP2C19 act	CD11b adhes inh	CD11b adhes enh	Lung fibro prol
O=C(c1ccco1)N1CCN(C(=O)c2cccc3c2C(=O)N(C2CCCCC2)C3)CC1	·	97	-8	96	100	·	·	·	99
CCOc1ccc(-c2nnc(-c3cccs3)o2)cc1OCC	-10	115	-6	65	117	1.1	5	0	93
CCOC(=O)N1CC=C2C(C#N)=C(N)C(C#N)(C#N)[C@H](c3ccsc3)[C@H]2C1	-10	67	-48	43	91	1.1	5	2	90
CSc1nc(-c2ccco2)nn1S(=O)(=O)c1ccc(C)cc1	68*	85	7	95	87	0.3	-6	1	102
Cn1c(=O)c2c(nc(N3CCCCC3)n2CCSc2nc3ccccc3s2)n(C)c1=O	23	88	2	61	144	0.8	-12	-2	91
CCNC(=O)CSc1nnc(-c2ccccc2)n1-c1ccc(OCC)cc1	29	·	·	·	·	0.7	4	1	·
O=C(Nc1ccc2c(c1)OCO2)c1cnc2n(c1=O)CCS2	·	99	20	81	100	·	·	·	100
C=CCn1c(SCC(=O)Nc2nc3ccccc3s2)nnc1-c1ccccc1O	55*	70	12	27*	87[fluorescence artefact?]	0.5	58	-4	96
O=c1[nH]c(SCc2n[nH]c(=S)n2-c2ccccc2)nc2sc3c(c12)CCC3	28	94	5	92	64	0.7	7	0	99
CCn1c(N)c(C(=O)NCc2ccc3c(c2)OCO3)sc1=S	51*	86	1	84	103	0.5	-14	-6	96
O=S(=O)(/N=C(/Nc1ccccc1F)c1ccccc1)c1ccccc1	63*	·	·	·	·	0.4	-19	-1	·
O=C(NCC1CCCO1)c1cccc(N2CCCC2=O)c1 (stereo not drawn)	-5	107	4	96	110	1.1	-8	-3	105
COc1ccccc1-n1cnc2sc(-c3ccccc3)cc2c1=O	29	·	·	·	·	0.7	-6	0	·
O=C(c1cccs1)N1CCN(C2CCN(Cc3ccccc3)CC2)CC1	6	102	-6	85	107	0.9	-48	5	95
CC(=O)C1=C(O)C(=O)N(CCC(=O)O)C1c1cccc(F)c1 (stereo not drawn)	-3	102	2	94	109	1	-1	5	112

Looked up above.
HUVEC inhibit, CCn1c(N)c(C(=O)NCc2ccc3c(c2)OCO3)sc1=S → 86
ERa coact inh, Cn1c(=O)c2c(nc(N3CCCCC3)n2CCSc2nc3ccccc3s2)n(C)c1=O → 2
HUVEC inhibit, CCOc1ccc(-c2nnc(-c3cccs3)o2)cc1OCC → 115
ERa coact pot, O=C(c1ccco1)N1CCN(C(=O)c2cccc3c2C(=O)N(C2CCCCC2)C3)CC1 → 100
Lung fibro prol, O=C(c1cccs1)N1CCN(C2CCN(Cc3ccccc3)CC2)CC1 → 95
HUVEC inhibit, CCOC(=O)N1CC=C2C(C#N)=C(N)C(C#N)(C#N)[C@H](c3ccsc3)[C@H]2C1 → 67

(further entries)
SMILES	CYP2C19 inhib	HUVEC inhibit	ERa coact inh	H69AR growth 86K	ERa coact pot	CYP2C19 act	CD11b adhes inh	CD11b adhes enh	Lung fibro prol
CC(=O)Nc1ccc(S(=O)(=O)NC(C(=O)O)C(C)C)cc1 (stereo not drawn)	·	92	-12	85	105	·	·	·	111
Cc1cc(NC(=O)c2cc(-c3ccccc3)on2)no1	-15	101	-1	95	125[fluorescence artefact?]	1.1	15	-7	97
COc1ccc(N=C2C(=O)Nc3ccccc32)cc1	34	·	·	·	·	0.7	-14	1	·
Fc1ccc(Br)cc1/C=N/n1cnnc1	14	96	11	93	72	0.9	-10	0	91
Nc1nc(SCc2ccccc2Cl)ns1	·	96	-2	101	100	·	·	·	97
CCOC(=O)c1ccccc1NC(=O)Nc1ccc(OC)c(OC)c1	-19	102	1[fluorescence artefact?]	90	109	1.2	-2	-3	97
O=C(O)CSCCn1cccn1	-14	95	2[fluorescence artefact?]	98	112[fluorescence artefact?]	1.1	-3	-3	103
OC1(c2cccc(C(F)(F)F)c2)CCN(c2ncnc3c2[nH]c2ccc(F)cc23)CC1	71*	6.4*	8	2.4*	110	0.3	100	-7	61
Cn1c(N)c(C(=O)NCc2ccccc2Cl)sc1=S	34	101	-4	85	115	0.7	-5	-2	89
CCOC(=O)C1(Cc2ccc(O)cc2)NC(c2ccco2)C2C(=O)N(c3ccccc3F)C(=O)C21 (stereo not drawn)	4	98	-2	83	113[fluorescence artefact?]	1	-5	3	97
Cc1ccc(C(=O)CSC2=C(C#N)C(c3ccco3)C3=C(CC(C)(C)CC3=O)N2)cc1 (stereo not drawn)	88*	79	0	70	200*	0.1	-34	-1	86
O=C(Nc1ccc2c(c1)CCC2)c1cccc(S(=O)(=O)N2CCN(c3ccccc3)CC2)c1	51*	·	·	·	·	0.5	-2	-4	·
CCC(C)NS(=O)(=O)c1ccc(NC(C)=O)cc1 (stereo not drawn)	·	90	-21	96	99	·	·	·	97
CCCCC(=O)C1CCN(Cc2ccccc2)CC1	13	98	3[fluorescence artefact?]	84	104[fluorescence artefact?]	0.9	-4	2	98
Cc1cccc(NC(=O)COc2nsnc2N2CCOCC2)c1	56*	77	-2	89	106	0.4	3	-6	104

In a second layout: results already given
compound | CYP2C19 inhib | HUVEC inhibit | ERa coact inh | H69AR growth 86K | ERa coact pot | CYP2C19 act | CD11b adhes inh | CD11b adhes enh | Lung fibro prol
CSc1nc(-c2ccco2)nn1S(=O)(=O)c1ccc(C)cc1 | 68* | 85 | 7 | 95 | 87 | 0.3 | -6 | 1 | 102
O=C(Nc1ccc2c(c1)OCO2)c1cnc2n(c1=O)CCS2 | · | 99 | 20 | 81 | 100 | · | · | · | 100
O=S(=O)(/N=C(/Nc1ccccc1F)c1ccccc1)c1ccccc1 | 63* | · | · | · | · | 0.4 | -19 | -1 | ·

(cont.)
SMILES	CYP2C19 inhib	HUVEC inhibit	ERa coact inh	H69AR growth 86K	ERa coact pot	CYP2C19 act	CD11b adhes inh	CD11b adhes enh	Lung fibro prol
Cc1ccc(N(CC(O)CON=C2c3ccccc3-c3ccccc32)S(C)(=O)=O)cc1 (stereo not drawn)	47	66	19	15*	87	0.5	44	-5	98
Cc1nc(C)c(C(=O)C2=C(O)C(=O)N(CCN3CCOCC3)C2c2ccco2)s1 (stereo not drawn)	-3	·	·	·	·	1	-22	0	·
O=c1[nH]c(N2CCc3ccccc32)nc2c1CCCC2	-2	91	-29	93	94	1	0	-2	93
O=C(Nc1nc(-c2ccccn2)cs1)c1ccc(Br)s1	-18	24*	-12	13*	473*	1.2	-1	-3	27*
CC(C)NC(=O)CN(C(=O)CCC(=O)Nc1ccccn1)c1ccc(F)c(Cl)c1	66*	90	-1	95	104	0.3	-8	-2	86
CCOC(=O)C1CCN(C(=O)CCn2c(=O)[nH]c3ccsc3c2=O)CC1	29	94	5[fluorescence artefact?]	89	112	0.7	4	-1	102
CCC(=O)Nc1c(C)c(CC)nc2ccccc12	-7	101	-8	93	118	1.1	5	0	93
COc1cc(C=O)ccc1OCCCOc1ccccc1C(=O)O	26	·	·	·	·	0.7	-9	3	·
Cc1ccc(-c2n[nH]c(=S)n2/N=C/c2cccn2C)cc1	17	·	·	·	·	0.8	17	0	·
COc1ccc(C(=O)NC(C)(C)C)cc1S(=O)(=O)N1CCCC1	10	·	·	·	·	0.9	-34	-4	·
COc1ccc(CN2CC(C(=O)NCCCN3CCOCC3)CC2=O)cc1 (stereo not drawn)	4	·	·	·	·	1	5	-2	·
Cc1ccc(C(=O)NC2CC3CCC(C2)N3Cc2ccco2)cc1 (stereo not drawn)	·	92	-11	108	97	·	·	·	96
O=S(=O)(Nc1cccnc1)c1cccc(Cl)c1	23	90	7[fluorescence artefact?]	97	108[fluorescence artefact?]	0.8	-4	0	90
COc1ccc(N(C(=O)c2ccco2)S(=O)(=O)c2cc(Cl)c(Cl)cc2Cl)cc1	97*	68	0	20*	96	0	17	-2	97
COc1ccc(C(c2sc3nc(C)nn3c2O)N2CCN(CCO)CC2)cc1OC (stereo not drawn)	-3	93	5	99	88	1	-14	1	107

Another view of 2 compounds above.
Structure,CYP2C19 inhib,HUVEC inhibit,ERa coact inh,H69AR growth 86K,ERa coact pot,CYP2C19 act,CD11b adhes inh,CD11b adhes enh,Lung fibro prol
Cc1ccc(N(CC(O)CON=C2c3ccccc3-c3ccccc32)S(C)(=O)=O)cc1 (stereo not drawn),47,66,19,15*,87,0.5,44,-5,98
COc1ccc(N(C(=O)c2ccco2)S(=O)(=O)c2cc(Cl)c(Cl)cc2Cl)cc1,97*,68,0,20*,96,0,17,-2,97

Further compounds.
SMILES	CYP2C19 inhib	HUVEC inhibit	ERa coact inh	H69AR growth 86K	ERa coact pot	CYP2C19 act	CD11b adhes inh	CD11b adhes enh	Lung fibro prol
Cc1ccc(NC(=O)C2CCCN(S(=O)(=O)c3cnc[nH]3)C2)cc1C (stereo not drawn)	90*	91	-4	85	110	0.1	1	2	103
CCOc1ccc2nc(NC(=O)Cc3cccs3)sc2c1	30	·	·	·	·	0.7	1	-1	·
Cc1ccc(NC(=O)CSc2nnc(C3CCCCC3)n2N)cc1F	85*	98	-3	·	121	0.2	52	4	99
CCCN(CCC)CCCNc1ccc2nnc(-c3ccc(F)cc3)n2n1	9	84	-6	75	110	0.9	-11	4	93
CCOC(=O)CNC(=O)C(CO)NC(=O)OCc1ccccc1 (stereo not drawn)	7	79	-5	100	113[fluorescence artefact?]	0.9	-6	-2	102
Cc1ccc(C)c(S(=O)(=O)N2CCN(CC(=O)Nc3ccc4c(c3)OCCO4)CC2)c1	85*	·	·	·	·	0.2	4	-1	·
C/C(=N\OC(=O)c1cccc(Cl)c1)c1sc(C)nc1C	2	103	8	90	193	1	-34	-2	104
CCNc1nc(NC(C)C)nc(N(C#N)Cc2ccccc2)n1	24	100	4	95	94	0.8	8	-2	69
CC12COC3(C(=O)Nc4cccnc4)CC1CCC32C (stereo not drawn)	2	93	-7	93	100	1	-10	-2	95
CC(C)C(=O)N(Cc1cc2ccccc2[nH]c1=O)C(C)C	-4	98	-4	100	113	1	-9	3	96
CC(C)(CNC(=O)c1cccs1)CNC(=O)c1cccs1	58*	98	-10	88	126[fluorescence artefact?]	0.4	-12	1	89
Cn1c(=O)c2c(nc(SCCN3CCOCC3)n2Cc2ccccc2)n(C)c1=O	·	104	-2	107	80	·	·	·	97
O=C(COc1cccc2cccnc12)N/N=C1\SCC(=O)N1Cc1ccco1	·	91	9	91	71[fluorescence artefact?]	·	·	·	109
Nc1cc(=O)[nH]c(SCC(=O)Nc2ccc(Cl)c(Cl)c2)n1	10	·	·	·	·	0.9	-11	-6	·
CSc1nsc(SCc2ccc(F)cc2)n1	79*	110	-6	30*	92	0.2	2	-4	·
O=C(N/N=C/C=C/c1ccccc1)C1CC1c1ccccc1 (stereo not drawn)	·	90	-5	26*	107	·	·	·	74
CCc1cc2c(=O)c(-c3nc4ccccc4n3C)coc2c(CN2CCOCC2)c1O	·	107	-3[fluorescence artefact?]	89	111	·	6	2	99
Cc1ccc(CNC(=O)C23CN(Cc4ccccc4)CC2C(c2cccc([N+](=O)[O-])c2)=NO3)cc1 (stereo not drawn)	88*	·	·	·	·	0.1	1	5	·
Cc1ccc(C(=O)C2=C(O)C(=O)N(CCN3CCOCC3)C2c2ccccn2)o1 (stereo not drawn)	-21	90	-12	101	98	1.2	-19	-2	92

An unsorted share of the library; 26% or so of the library scored in one or more.
